Luc counter: Kinase-Glo luciferase inhibition (counter-screen). Kinase-Glo luciferase, ATP luminescence, 8 min. Potency, µM (doses to about 38.3 µM), for inactives: at the highest dose activity change, negative = inhibition, hits mostly inhibitors. 200,000 tested, 0.28% active; further: potency means the concentration at half of the fitted maximal effect; on the % scale 0 is the no-effect control and ±100 the full control effect; nearly all actives have a fitted effect of over 60% in size
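Luminescence was the read-out, taken after 8-minute incubation at ambient temperature. Luciferase turned over luciferin with 10 uM ATP in imidazole pH 7.2 buffer containing KCl, MgCl2, Tween 20 and BSA.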
IMPase Li cell: IMPase inhibition in cells with lithium potentiation; CHO-M1 cells, IP1 TR-FRET (IP-One), carbachol + lithium; Potency, µM (series often up to 59.4 µM), inactives show at the highest dose activity, negative = IMPase inhibition, most hits filed as inhibitors; 210,000 tested, 0.35% active; AID 1457;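 further: IP1 builds up when IMPase is blocked and the TR-FRET signal falls; potency means the concentration at half of the fitted maximal effect; plate controls were basal vehicle for no effect and high inhibitor control for full effect; nearly all actives have a fitted effect of over 50% in size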
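CHO cells stably expressing M1 receptor (2000/well, cultured 16–30 h) treated 30 min at 37C with compound plus low lithium. Cytosolic IP1 by TR-FRET (665/620 ratio and 620 channel) after 10 min lysis; AC50 by Hill fit.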
SMN2 splice up: enhancers of SMN2 splice variant expression; HEK293 SMN2-luciferase splicing reporter, luminescence, 30-36 h; Potency, µM (top dose mostly 46.1 µM), without a hit: at the top dose activity change, positive = activation, most hits filed as activators; 210,000 tested, 2.8% active; further: potency means the concentration at half of the fitted maximal effect; % of control where 0% means no effect; nearly all actives have a fitted effect of over 55% in size
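HEK293 cells carry an SMN2 […]–luciferase reporter in which exon 7 inclusion puts luciferase in frame. Cells were plated 10-12 h before compound addition, then incubated 30-36 h at 37C. ONE-Glo luminescence was read; sodium butyrate at 4.5 mM final served as control.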
LMNA splice mod: modulators of lamin A splicing; 200,000 tested, 0.01% active; Potency, µM (series often up to 46.1 µM), without a hit: at the highest dose ratio change, negative = inhibition, usual class: inhibitors; HeLa LMNA splicing GFP/RFP minigene ratio, 48 h; active means well fitted inhibition curve with a large enough effect in the signal ratio, with a control signal flat, not every such curve was filed as active; inconclusive means small, poorly fitted or top-dose-only effect, or effect the other way, or a change in a side signal; the % refers to the signal ratio; further: potency means the concentration at half of the fitted maximal effect; on the % scale 0 is the no-effect control and ±100 the full control effect
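S3 HeLa cells stably expressing lamin A-EGFP splicing minigene plus DsRed2, 600 cells/well, 48 h compound exposure at 37C. Laser-scanning cytometry; analysed as GFP (500-530 nm)/RFP (575-640 nm) total intensity ratio; 0.5% DMSO vehicle.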
HttQ103 aggreg: inhibitors of mutant huntingtin aggregate formation in PC12 cells | PC12 HttQ103-GFP aggregates, Acumen cytometry, 40 h | Potency, µM (titrated, usually from 46.1 µM), without a hit: at the highest dose activity change, negative = inhibition, actives largely listed as inhibitors | 220,000 tested, 1.1% active | AID 1688; further: potency means the concentration at half of the fitted maximal effect; on the % scale 0 is the no-effect control and ±100 the full control effect; nearly all actives have a fitted effect of over 60% in size
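Read-out: GFP aggregate count by laser scanning cytometer (488 nm excitation, 500-530 nm emission, 1–25 µm objects >6 SD above background). Cells: PC12, inducible HTTex1-Q103-GFP, 100 nM tebufenozide; compounds titrated.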
CBFb-RUNX1 inh: blocks binding between human CBF-beta and RUNX1; AlphaScreen CBFb-His/RUNX1-biotin binding, biochemical; Potency, µM (highest dose often 59.8 µM), for inactives: top-dose activity, negative = inhibition, hits mostly inhibitors; 230,000 tested, under 10 active; AID 1477; further: % of control where 0% means no effect
Target sequence (Q01196 whole entry, looked up): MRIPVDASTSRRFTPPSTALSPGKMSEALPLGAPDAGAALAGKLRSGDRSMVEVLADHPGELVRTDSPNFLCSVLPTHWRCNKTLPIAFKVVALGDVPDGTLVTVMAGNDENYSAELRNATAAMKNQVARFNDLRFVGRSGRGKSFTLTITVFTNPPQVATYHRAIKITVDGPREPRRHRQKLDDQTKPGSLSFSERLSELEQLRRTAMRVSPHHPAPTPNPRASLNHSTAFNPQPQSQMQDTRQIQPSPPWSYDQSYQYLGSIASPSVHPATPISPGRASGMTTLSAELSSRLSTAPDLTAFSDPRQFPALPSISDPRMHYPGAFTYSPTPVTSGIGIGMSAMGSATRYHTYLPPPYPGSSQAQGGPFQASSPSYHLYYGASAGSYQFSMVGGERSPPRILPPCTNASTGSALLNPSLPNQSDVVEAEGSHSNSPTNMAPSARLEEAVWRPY
Target sequence (Q13951 whole entry, looked up): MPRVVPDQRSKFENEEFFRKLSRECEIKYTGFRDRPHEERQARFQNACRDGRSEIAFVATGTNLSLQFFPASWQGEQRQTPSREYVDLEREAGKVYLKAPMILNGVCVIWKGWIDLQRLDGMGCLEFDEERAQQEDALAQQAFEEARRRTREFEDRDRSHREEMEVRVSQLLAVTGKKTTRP
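Compounds were screened at multiple concentrations against a preformed CBF-beta(His)/RUNX1(biotin) complex (30 nM of each) for 15 min at room temperature, followed by 90 min with nickel and streptavidin beads and AlphaScreen reading.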
HTT cytoprotect: protects HTT-Q103 PC12 cells, measured by ATP; PC12 HTT-Q103 induced, cytoprotection, ATP luminescence, 40 h; Potency, µM (doses to about 56.4 µM), inactives show cytoprotection (ATP increase), actives largely listed as activators; 230,000 tested, 0.14% active;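 further: potency means the concentration at half of the fitted maximal effect; % of control where 0% means no effect; nearly all actives have a fitted effect of over 45% in size; toxic huntingtin expression switched on by the ecdysone agonist tebufenozide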
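Cells were plated at 1500 per well in phenol red-free DMEM with 5% equine and 5% calf serum. Tebufenozide (100 nM final) and compounds were added, then ATPlite reagent, and luminescence was read.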
Active calls of the source: *; ? = inconclusive; . = no result given; & = joins results of further samples; [ ] = dose if it differs, or a comment. Unless noted, the call rests on the fitted dose curve; in most records, active means well fitted curve in the direction sought with a large enough effect; inconclusive means small, poorly fitted or top-dose-only effect, or another doubt; inactive means no such curve, though single readings can be large; an effect the other way counts as inactive or inconclusive.

SMILES | Luc counter | IMPase Li cell | SMN2 splice up | LMNA splice mod | HttQ103 aggreg | CBFb-RUNX1 inh | HTT cytoprotect
O=C(c1ccc2ccccc2c1)C1CCCN(C(=O)CCn2cnnn2)C1 (configuration not stated) | 0% | 1% | . | . | 9%[9.22 µM] | 0% | 2%[10 µM]
O=C(Nc1nnc(SCC(=O)N2CCOCC2)s1)c1ccccc1Cl | -9% | -3% | -7% | -3% | 4% | 5% | -73%[inhibitor][10 µM]
Cc1nn2cnc3sc4c(c3c2nc1=O)CCCC4 | -2% | -4% | -11% | -13% | -16% | -3% | 0%[10 µM]
CCOC(=O)c1cc(C(C)(C)C)n(CCCN2CCOCC2)c1C | . | . | . | . | 1%[9.22 µM] | -2% | 8%[10 µM]
Cc1nn(-c2ccccc2C(F)(F)F)c(=O)c2noc(C)c12 | . | . | . | . | -25%[9.22 µM] | 0% | 1%[10 µM]
COC(=O)c1ccc(C(NC(=O)OCc2ccccc2)/C(C)=C/[C@@H](C)C(=O)N(C)Cc2cccnc2)cc1 (some centres not stated) | -1% | 1% | -4% | . | . | 8% | -11%
COc1ccc(CNCc2cccc(Cl)c2)cc1 | -1% | 2% | -18% | -3% | 9% | -1% | 19%[10 µM]
Cc1ccc(-c2nc(CN3CCCCC3CCN3CCCC3=O)c(C)o2)o1 (configuration not stated) | -2% | 14% | 1% | 18%[46 µM] | 24%[9.22 µM] | 3% | 4µM*
COc1ccccc1NC(=O)CS(=O)(=O)c1cn(CC(=O)N2CCOCC2)c2ccccc12 | 1% | -4% | -31% | 10%[9.22 µM] | 6% | 7% | ?
O=C(O)CSc1ncn[nH]1 | 6% | 8%[38.3 µM] | 20% | 0% | -4% | 3% | 4%
CCn1c(CNc2ccc(OC)cc2)nnc1SCC(=O)c1ccc(OC)cc1 | -5% | 49%[activator][38.3 µM] | -7% | 13% | ? | 8% | 1%[10 µM]
COCCn1c(SCC(=O)Nc2ccc(OC)cc2)nc2c(oc3ccccc32)c1=O | 1% | 3% | 13% | . | 17% | 3% | .
CCOC(=O)Cn1c(-c2ccccc2)nc2ccccc2c1=O | -2% | 20%[38.3 µM] | -8% | 19% | -17% | 26% | -2%
COc1cccc2sc(N(CCCN(C)C)C(=O)c3sc4ccccc4c3Cl)nc12 | -1% | -4% | 20% | -8% | -23% | -2% | -4%[10 µM]
CC[C@]1(c2ncc[nH]2)Cc2ccccc2O1 | 1% | 17% | . | . | . | -8%[21.7 µM] | -35%[inhibitor]
COc1ccc(Cn2nnnc2C(c2cccnc2)N2CCN(c3ccc(O)cc3)CC2)cc1 (configuration not stated) | 2% | 9% | 2% | -11% | 1% | ? | 11%[10 µM]
O=C(NN1C(=O)/C(=C/c2cccs2)SC1=S)c1cccnc1 | . | . | . | . | 10%[9.22 µM] | -17% | 19%[10 µM]
CC(=O)SC(C)CC(=O)Nc1ccccc1 (configuration not stated) | -1% | -9%[38.3 µM] | 1% | 10% | 1% | 7% | 6%
COc1ccccc1OCc1ccc(C(=O)N2CCN(C)CC2)o1 | -5% | -3% | 8% | -4% | 7% | -6% | .
Cc1csc2c(=O)sc(NC(=O)c3ccc(F)cc3Cl)nc12 | . | . | . | . | 18%[9.22 µM] | 22% | -4%[10 µM]
CCc1ccc(NC(=O)Nc2c(C)n(C)n(-c3ccccc3)c2=O)cc1 | 1% | 4% | 0% | -1%[46 µM] | 0% | 6% | .
COc1ccc2nc(SCC(=O)/C(C#N)=C(\C)N)[nH]c2c1 | . | . | . | 3% | -1% | 4% | -12%
CCOc1ccc(S(=O)(=O)N(C)c2ccc(OCC(=O)NCC3CCCO3)cc2)cc1 (configuration not stated) | 2% | -3% | 7% | -10%[46 µM] | 6%[9.22 µM] | 7% | 7%[10 µM]
Cc1ccc(NC(=O)COC(=O)c2ccc3c(c2)NC(=O)C2CCCN32)cc1C (configuration not stated) | -4% | -2%[38.3 µM] | 5% | 6% | -9% | -9% | -5%[10 µM]
COc1cc(C(CCN2CCOCC2)c2c(OC)cc(OC)c3ccc(=O)oc23)cc(OC)c1OC (configuration not stated) | 2%[39.9 µM] | 13% | . | . | . | 3% | -61%[inhibitor]
COC(=O)c1ccc(NC(=O)C23CC4CC(C2)CC(n2cnc(Cl)n2)(C4)C3)cc1 | -2% | 19% | -19% | ? | ? | 4% | 21%[10 µM]
Cc1cccc([C@@H]2C[C@H]3CN(Cc4cccc(Cl)c4)C(=O)[C@]34CCCN24)n1 | . | 17% | . | . | 10%[9.22 µM] | -4% | 14%[10 µM]
CCCC1(C(=O)O)NC(c2ccccc2O)C2C(=O)N(Cc3ccccc3)C(=O)C21 (configuration not stated) | -2% | 5%[38.3 µM] | -6% | -1% | 3% | 7% | -10%
Cc1ccc(NC(=O)C2CC(=O)NC(N3CCCCC3)=N2)cc1Cl (configuration not stated) | -1% | 19%[38.3 µM] | 16% | -3% | ? | -1% | 28%
CCOC(=O)c1ccc(NC(=O)c2cn(CCC#N)nc2-c2ccc3c(c2)OCCO3)cc1 | 0% | 9% | 10% | -13% | 25% | -9% | 5%[10 µM]
COC(=O)CCC(=O)Nc1nnc(C(F)(F)F)s1 | 2% | 17%[38.3 µM] | -2% | 5% | 8% | 4% | -10%
O=C(/C=C/c1ccc(Br)cc1)NC(=S)N1CCOCC1 | ? | 16% | . | . | 19%[9.22 µM] | -2% | 18%[10 µM]
Cc1cc(C(=O)N/N=C/c2ccc[nH]2)no1 | -3% | -7% | 15% | -1% | -9% | 0% | 13%[10 µM]
O=C(O)/C=C/c1cn(Cc2ccccc2)nc1-c1cccs1 | -1% | 1% | 10% | 7%[46 µM] | 6% | -4% | -44%[inhibitor]
CCN1CCN(C(=O)CSCc2nc(-c3ccc(OC)c(OC)c3)oc2C)CC1 | -3% | 8%[38.3 µM] | -11% | 6% | 0% | -2% | -5%
CCOCCN1CCN(C(=O)CN2CCCC2=O)CC1 | 0% | -6% | 4% | -2% | 31% | 1% | .
O=C(c1ccccc1)N1CCc2ccccc21 | -6% | 36%[activator][38.3 µM] | -9% | -4% | 15% | 5% | 15%
Cc1ccc(OC(=O)c2ccc3snnc3c2)cc1 | -3% | -5%[38.3 µM] | -16% | 2% | 6% | -6% | -26%
COc1ccc2[nH]c(C)c(CCN(Cc3cccs3)C(=S)Nc3ccc(F)cc3)c2c1 | 3% | 43%[activator][38.3 µM] | -35%[inhibitor] | ? | ? | -8% | 2%[10 µM]
Cc1ccccc1CC1(CO)CCCN(C(=O)c2cc(-c3ccccc3)no2)C1 (configuration not stated) | -2% | 12% | . | -1%[46 µM] | -3%[9.22 µM] | 10% | -20%[10 µM]
C#CCSc1nc2[nH]ncc2c(=O)[nH]1 | 2% | -4% | -2% | -1% | -5% | 3% | .
CCOC(=O)Cc1cc(-c2ccc(O)cc2)nc2ccc3ccccc3c12 | 2% | -21%[38.3 µM] | -3% | ? | -1% | 4% | -8%
COC(=O)c1cc(Nc2cc(C)c3ccc(O)cc3n2)cc(C(=O)OC)c1 | . | . | . | . | -5%[9.22 µM] | 11% | 2%[10 µM]
CC(C)(C)C(=O)Nc1ccccc1N1CCN(C(=O)c2ccc(Cl)cc2)CC1 | -1% | 8%[38.3 µM] | -21% | -10% | -11% | 3% | -14%
O=C(CN(c1ccc(F)cc1)S(=O)(=O)c1ccc2c(c1)OCCO2)NCc1ccccn1 | -1% | 3%[38.3 µM] | . | 13% | -5% | -2% | -2%[0.074 µM]
COc1ccc(CCN2C(=O)NC(NS(=O)(=O)c3ccc(NC(C)=O)cc3)(C(F)(F)F)C2=O)cc1OC (configuration not stated) | -2% | 1% | 15%&-9% | 6%[46 µM] | 4% | -2% | 0%[10 µM]
Cc1ccccc1NC(=S)NC(=O)c1cc(-c2ccccc2)nc2ccccc12 | 7% | 1%[38.3 µM] | -5% | 11% | -9% | -21% | -6%
O=C(O/N=C(/c1ccccc1)c1ccncc1)c1ccccc1[N+](=O)[O-] | -2% | 7% | . | -1%[46 µM] | -5%[9.22 µM] | 1% | 8%[10 µM]
Cc1cccc(N2C(=S)N=C(Nc3c(C)cccc3C)C23CCOC(C)(C)C3)c1 (configuration not stated) | -1% | -12%[38.3 µM] | -8% | 3% | 1% | 2% | -19%
Cc1ccc(C2CC(=O)NC(SCCC(C)C)=C2C#N)cc1 (configuration not stated) | -1% | 14%[38.3 µM] | -10% | -5% | -19% | 3% | -1%

Next compounds follow:
SMILES | Luc counter | IMPase Li cell | SMN2 splice up | LMNA splice mod | HttQ103 aggreg | CBFb-RUNX1 inh | HTT cytoprotect
COc1ccc(OC)c(NC(=O)CSc2nnc(CNC(=O)c3ccco3)o2)c1 | -1% | 11%[38.3 µM] | 3% | 4% | 3% | -8% | 0%
C=C(C)C(=O)OCC(C)C | . | 13% | -5% | . | . | -2%[21.7 µM] | -11%
O=C(c1ccccc1)c1ccccc1NC(=O)C1CCCN1Cc1ccccc1 (configuration not stated) | . | . | . | . | -5%[9.22 µM] | 2% | 5%[10 µM]
C=CCSc1nnc(CSc2nc3sc4c(c3c(=O)[nH]2)CCCC4)n1-c1ccccc1 | 3% | 3%[38.3 µM] | -37%[inhibitor] | ? | -17% | -21% | 12%
Cn1ncc2cc(NC(=S)NC(=O)c3ccccc3)ccc21 | -7% | -1%[38.3 µM] | 20% | 3% | -13% | -6% | -22%
CCC(C)NC(=O)CN(c1cc(C)cc(C)c1)S(=O)(=O)c1c(C)[nH]c(=O)[nH]c1=O (configuration not stated) | . | . | . | . | -12%[9.22 µM] | -3% | 6%[10 µM]
Cc1cc(C)c(OCCN(C)Cc2ccccc2)c(Br)c1 | 3% | 12% | -5% | 10%[46 µM] | 18%[9.22 µM] | 4% | -26%
O=C1c2cccc3cccc(c23)C(=O)N1Cc1ccco1 | 1% | -13% | 0% | 4%[46 µM] | . | 3% | .
COC(=O)c1ccc(-c2noc(CN3C[C@H]4CC[C@H]3C4)n2)cc1 | . | 2% | . | . | -9%[9.22 µM] | 12% | -1%[10 µM]

Two neighbouring entries out of the list so far:
SMILES | Luc counter | IMPase Li cell | SMN2 splice up | LMNA splice mod | HttQ103 aggreg | CBFb-RUNX1 inh | HTT cytoprotect
COc1ccc(OC)c(NC(=O)CSc2nnc(CNC(=O)c3ccco3)o2)c1 | -1% | 11%[38.3 µM] | 3% | 4% | 3% | -8% | 0%
C=C(C)C(=O)OCC(C)C | . | 13% | -5% | . | . | -2%[21.7 µM] | -11%
